# IDH1 mut inh: IDH1 R132H (human) inhibition | actives 0.18% (n = 70,000) | O75874 | IDH1 R132H reductase, diaphorase/resazurin fluorescence, 60 min | AID 624101 | inhibition, % at 10 µM; in the data active = inhibition above about 34%;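 note: 0% = DMSO and 100% = no enzyme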
# PRC2 inh: blocks human EZH2/PRC2 H3K27 methylation | Q15910 | DELFIA TRF, 1 h | inhibition, % at 12.5 µM | actives 0.35% (n = 57,000) | AID 651548;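 active = mean inhibition of replicates at least 50% and every single replicate also reaching 50%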;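 note: dimethyl H3K27 on biotinylated H3 21-44 peptide detected by antibody; plate controls were median neutral control wells for no effect and median positive control wells for full effect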
# * = called active by the depositor; / = no result given; & = joins results of further samples. This is a subset; the hit share may differ from the screen's.
SMILES,IDH1 mut inh,PRC2 inh
C[C@]12CC[C@H]3[C@@H](CCC4=CC(=O)CC[C@@]43C)[C@@H]1CC[C@@H]2C(=O)CO,0.4,2.7
Cc1ccc(Cl)cc1N(CC(=O)Nc1c(F)cccc1F)S(C)(=O)=O,0.2,4.0
O=C(O)CCC/C=C\C[C@H]1C(=O)C[C@@H](O)[C@@H]1/C=C/[C@@H](O)CCc1ccccc1,-0.5,4.7
Nc1cc(-c2ccncc2)c[nH]c1=O,1.9,/
O=C(O)[C@@H]1[C@H]2C[C@H]3c4[nH]c5ccccc5c4CCN3C[C@@H]2CC[C@@H]1O,0.2&1.5,7.1
O=C(O)CN1C(=O)c2cccc3cccc(c23)C1=O,-2.2,-15.0
Cc1onc(-c2ccccc2Cl)c1C(=O)N[C@@H]1C(=O)N2[C@@H]1SC(C)(C)[C@@H]2C(=O)O,0.9,/
C=C1c2cccc(O)c2C(=O)C2C(=O)[C@]3(O)C(=O)C(C(N)=O)C(=O)[C@@H](N(C)C)[C@@H]3[C@@H](O)[C@H]12 (some centres undefined),-0.4,/
c1ccc2c(CC3=NCCN3)cccc2c1,0.8,/
CC(=O)[C@H]1CC[C@H]2[C@@H]3C[C@H](C)C4=CC(=O)CC[C@]4(C)[C@H]3[C@@H](O)C[C@]12C,-0.3,7.4
O=C(O)COC(=O)Cc1ccccc1Nc1c(Cl)cccc1Cl,-1.1,-10.0
CCOC(=O)c1ccc2nc(C(F)(F)F)nc(NCc3ccc(Cl)cc3)c2c1,-0.2,14.1
CCC[C@H](N[C@@H](C)C(=O)N1[C@H](C(=O)O)C[C@@H]2CCCC[C@@H]21)C(=O)OCC,0.4,-10.6
Cc1nnc(NS(=O)(=O)c2ccc(N)cc2)s1,0.8,/
O=C1NCC2(CCN(CCc3ccccc3)CC2)O1,-1.2,/
COc1cc2nc(N3CCN(C(=O)C4COc5ccccc5O4)CC3)nc(N)c2cc1OC (centres undefined),-0.7,/
NS(=O)(=O)c1cc2c(cc1C(F)(F)F)NC(Cc1ccccc1)NS2(=O)=O (centres undefined),-1.1,/
C[C@H]1c2cccc(O)c2C(=O)C2C(=O)C3(O)C(=O)C(C(N)=O)C(=O)[C@@H](N(C)C)[C@@H]3[C@@H](O)[C@@H]21 (some centres undefined),0.4,/
CCCOc1ccccc1-c1nc2n[nH]nc2c(=O)[nH]1,-1.9&-0.4,5.0
Cc1coc2c1C(=O)C(=O)c1c-2ccc2c1CCCC2(C)C,0.4,18.0
O=C1N(c2ccccc2)c2ccccc2C1(Cc1ccncc1)Cc1ccncc1,1.9,-3.6
COc1ccccc1OCC(O)COC(N)=O (centres undefined),0.3,/
COc1ccc(CN(CCN(C)C)c2ccccn2)cc1,-0.6,/
CC1(C)Oc2ccc(C#N)cc2C(N2CCCC2=O)C1O (centres undefined),0.7,/
COc1c(O)cc2c(c1O)C1OC(CO)C(O)C(O)C1OC2=O (centres undefined),-0.3,/
CC1=NN(c2ccccc2)C(=O)C1,0.0,-8.9
CN1CCC(=C2c3ccccc3CCc3sccc32)CC1,1.8,-6.5

# Sorted by length of the SMILES (highest first): some entries from above.
SMILES,IDH1 mut inh,PRC2 inh
C[C@H]1c2cccc(O)c2C(=O)C2C(=O)C3(O)C(=O)C(C(N)=O)C(=O)[C@@H](N(C)C)[C@@H]3[C@@H](O)[C@@H]21 (some centres undefined),0.4,/
CCC[C@H](N[C@@H](C)C(=O)N1[C@H](C(=O)O)C[C@@H]2CCCC[C@@H]21)C(=O)OCC,0.4,-10.6
COc1cc2nc(N3CCN(C(=O)C4COc5ccccc5O4)CC3)nc(N)c2cc1OC (centres undefined),-0.7,/
NS(=O)(=O)c1cc2c(cc1C(F)(F)F)NC(Cc1ccccc1)NS2(=O)=O (centres undefined),-1.1,/
CCOC(=O)c1ccc2nc(C(F)(F)F)nc(NCc3ccc(Cl)cc3)c2c1,-0.2,14.1
O=C1N(c2ccccc2)c2ccccc2C1(Cc1ccncc1)Cc1ccncc1,1.9,-3.6
COc1c(O)cc2c(c1O)C1OC(CO)C(O)C(O)C1OC2=O (centres undefined),-0.3,/
CCCOc1ccccc1-c1nc2n[nH]nc2c(=O)[nH]1,-1.9&-0.4,5.0
CC1(C)Oc2ccc(C#N)cc2C(N2CCCC2=O)C1O (centres undefined),0.7,/
CN1CCC(=C2c3ccccc3CCc3sccc32)CC1,1.8,-6.5
Cc1nnc(NS(=O)(=O)c2ccc(N)cc2)s1,0.8,/
O=C1NCC2(CCN(CCc3ccccc3)CC2)O1,-1.2,/
CC1=NN(c2ccccc2)C(=O)C1,0.0,-8.9

# Screens from PubChem BioAssay.
